High-throughput results as filed in PubChem.
Nrf2 block = Nrf2 qHTS screen for inhibitors. 2.1% of 360,000 active. A549 ARE-Fluc reporter, luciferase luminescence, 18-24 h. Potency, µM (series often up to 46 µM), for the others: at the top dose activity change, negative = inhibition, hits mostly inhibitors; further: potency means the concentration at half of the fitted maximal effect; on the % scale 0 is the no-effect control and ±100 the full control effect; nearly all actives have a fitted effect of over 60% in size
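A549 ARE_Fluc cells (5000/well, 5% FBS OPTI-MEM) pre-incubated 2 h, then treated with compounds 18-24 h at 37C/5% CO2 in concentration-response. CellTiter-Fluor viability read first; BugLite luciferase luminescence after 15 min at room temperature gives Nrf2 activity.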
A549 viability = Nrf2 qHTS screen for inhibitors: counterscreen for cytotoxicity | A549 ARE-Fluc cells, CellTiter-Fluor viability, 18-24 h | Potency, µM (doses to about 46 µM), for inactives: top-dose activity change, negative = cytotoxicity, most hits filed as inhibitors | 0.16% of 390,000 active | AID 504648, 2011; further: potency means the concentration at half of the fitted maximal effect; on the % scale 0 is the no-effect control and ±100 the full control effect
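A549 ARE_Fluc cells in 5% FBS OPTI-MEM were exposed to compounds in concentration-response for 18-24 h at 37 deg C. Viability was read by CellTiter-Fluor fluorescence (Ex 405/Em 525) after 30 min, before the luciferase read.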
TGFb inhibitor = qHTS for Inhibitors of TGF-b. Potency, µM (series often up to 46.1 µM), for the others: at the top dose activity, negative = inhibition, most hits filed as inhibitors. HepG2 CAGA-GFP TGF-b/SMAD3 reporter, GFP fluorescence, 18 h; TGF-beta stimulated, 500 pg/mL final. 1.2% of 410,000 active; further: potency means the concentration at half of the fitted maximal effect; on the % scale 0 is the no-effect control and ±100 the full control effect; nearly all actives have a fitted effect of over 65% in size
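Inhibition of TGF-beta-driven CAGA-GFP reporter expression in HEPG2 cells is measured by cellular GFP fluorescence after 18 h stimulation with 500 pg/mL recombinant TGF-beta in 1% FBS medium at 37 degrees C.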
EPAC2 agonist = qHTS for Agonist of cAMP-regulated guanine nucleotide exchange factor 4 (EPAC2): primary screen; Rap guanine nucleotide exchange factor 4 (Homo sapiens), Q8WZA2; EPAC2 activation, biochemical qHTS; response scale: 100% = 6.5 mM cAMP response; Potency, µM (titrated, usually from 154 µM), without a hit: top-dose activation, usual class: activators; 0.079% of 360,000 active; AID 720711, 2013; further: potency means the concentration at half of the fitted maximal effect; nearly all actives have a fitted effect of over 50% in size
Target sequence (Q8WZA2 whole entry, looked up): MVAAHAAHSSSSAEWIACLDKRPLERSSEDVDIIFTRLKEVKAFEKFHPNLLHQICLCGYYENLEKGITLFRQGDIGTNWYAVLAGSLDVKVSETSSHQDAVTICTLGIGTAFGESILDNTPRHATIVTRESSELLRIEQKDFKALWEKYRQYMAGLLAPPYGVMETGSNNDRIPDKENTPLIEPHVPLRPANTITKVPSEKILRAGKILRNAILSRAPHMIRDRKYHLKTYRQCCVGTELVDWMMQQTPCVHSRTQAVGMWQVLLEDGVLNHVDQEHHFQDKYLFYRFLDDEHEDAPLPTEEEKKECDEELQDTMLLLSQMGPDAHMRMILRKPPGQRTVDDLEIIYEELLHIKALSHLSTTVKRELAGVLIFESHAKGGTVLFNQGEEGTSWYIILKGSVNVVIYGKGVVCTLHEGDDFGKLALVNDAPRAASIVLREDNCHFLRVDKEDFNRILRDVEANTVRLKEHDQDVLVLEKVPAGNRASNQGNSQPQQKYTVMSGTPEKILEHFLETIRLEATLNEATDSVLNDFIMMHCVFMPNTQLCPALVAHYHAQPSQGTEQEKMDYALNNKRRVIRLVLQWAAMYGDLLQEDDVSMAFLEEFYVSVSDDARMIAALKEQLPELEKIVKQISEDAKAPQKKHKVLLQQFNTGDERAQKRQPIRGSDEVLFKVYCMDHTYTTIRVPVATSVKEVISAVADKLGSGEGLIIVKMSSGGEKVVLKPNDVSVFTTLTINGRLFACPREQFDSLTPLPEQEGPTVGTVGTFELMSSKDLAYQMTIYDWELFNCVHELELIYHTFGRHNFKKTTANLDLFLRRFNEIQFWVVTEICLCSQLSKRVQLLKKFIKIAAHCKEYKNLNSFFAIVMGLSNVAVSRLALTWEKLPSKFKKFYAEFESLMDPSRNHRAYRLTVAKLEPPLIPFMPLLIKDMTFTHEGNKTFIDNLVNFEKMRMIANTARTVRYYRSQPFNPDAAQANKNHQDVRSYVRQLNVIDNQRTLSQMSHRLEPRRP
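Each well held 100 nM EPAC2, 250 nM RAP1B-BODIPY-GDP and 50 uM GDP. Fluorescence, read at 5-min intervals to 30 min, was referenced to a 6.5 mM cAMP positive control.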
ATXN2 expr inh = Primary qHTS for Inhibitors of ATXN expression | HEK-293 ATXN2-luciferase reporter, luminescence, 24 h | Potency, µM (series often up to 57 µM), for inactives: at the highest dose activity change, negative = inhibition, actives largely listed as inhibitors | 0.72% of 360,000 active | AID 1745845, 2022; further: potency means the concentration at half of the fitted maximal effect; on the % scale 0 is the no-effect control and ±100 the full control effect; nearly all actives have a fitted effect of over 55% in size
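ATXN2-luciferase reporter cells (luciferase flanked by upstream and downstream ATXN2 gene portions) were treated 24 h at 37 °C with compounds at up to 57 uM. SteadyGlo luminescence gave expression; GF-AFC fluorescence gave viability.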
ATXN viability = Viability Counterscreen for Primary qHTS for Inhibitors of ATXN expression; S2 cells (HEK-293 line with an ATXN2-luciferase reporter) viability, CellTiter-Fluor protease fluorescence, 24 h; Potency, µM (titrated, usually from 56.7 µM), most hits filed as cytotoxic; 0.49% of 400,000 active; further: potency means the concentration at half of the fitted maximal effect; nearly all actives have a fitted effect of over 40% in size
Nrf2 ARE act = qHTS of Nrf2 Activators; 0.31% of 410,000 active; Potency, µM (series often up to 46.1 µM), for inactives: at the highest dose activation, usual class: activators; AREc32 ARE-luciferase reporter (MCF7-derived line), luminescence, 24 h; AID 624171, 2012; further: potency means the concentration at half of the fitted maximal effect; % of control where 0% means no effect; nearly all actives have a fitted effect of over 65% in size
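Steps: seed AREc32_Fluc cells (1000/well, 5% FBS OPTI-MEM); incubate overnight at 37 deg C; add 23 nL compound; incubate 24 hr; add Steady-Glo; hold 30 min RT; read luminescence.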
IL-2 act = qHTS of IL-2 Activators; IL-2 activation reporter assay, cell-based qHTS; stimulated with anti-CD3/CD4/CD28 beads; in transgenic mouse T cells; activation, % (series mostly up to about 46 µM); 0.065% of 360,000 active; in the data active means activation above about 50%; inconclusive means mostly about 30% to 49%; further: 0% is about no effect
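EGFP and DsRed fluorescence is measured by plate cytometry in unstimulated transgenic mouse T cells exposed to compound for 60 minutes, then stimulated 18 hours at 37 degrees C with anti-CD3/anti-CD4 beads plus anti-CD28.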
HepG2 tox = qHTS for Inhibitors of TGF-b: Cytotox Counterscreen; HepG2 CAGA-GFP viability, ATP luminescence, 18 h; Potency, µM (top dose mostly 46.1 µM), for inactives: top-dose activity change, negative = cytotoxicity, most hits filed as cytotoxic; AID 588856, 2011; 0.76% of 410,000 active; further: potency means the concentration at half of the fitted maximal effect; some results filed as inactive show a strong effect at the top dose
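HepG2 CAGA-GFP cells (1000/well, DMEM with 1% FBS) received compound, then TGF-beta at 500 pg/mL final, and were incubated 18 hours at 37 degrees C. Viability was read by CellTiter-Glo luminescence. Media-only wells were set as complete cell-killing and DMSO as no toxicity.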
* marks the source's active call; other numbers are inactive results; [ ] = remark or other dose. Unless noted, the call rests on the fitted dose curve; in most records, active means well fitted curve in the direction sought with a large enough effect; inconclusive means small, poorly fitted or top-dose-only effect, or another doubt; inactive means no such curve, though single readings can be large; an effect the other way counts as inactive or inconclusive.

What do the screens show for `COc1cccc(-c2ccc(-c3noc(-c4cccs4)n3)c(OC)n2)c1`?
Nrf2 block: inconclusive; A549 viability: 1%; TGFb inhibitor: -1%; EPAC2 agonist: 10%; ATXN2 expr inh: inconclusive; ATXN viability: inactive; Nrf2 ARE act: 0.0%; IL-2 act: -0.2; HepG2 tox: 0%

How did O=C(CN1C(=O)COc2ccc(S(=O)(=O)N3CCCC3)cc21)N1CCCC1 do in these assays?
Nrf2 block: -16%; A549 viability: -2%; TGFb inhibitor: 3%; EPAC2 agonist: 14%; ATXN2 expr inh: -9%; ATXN viability: inactive; Nrf2 ARE act: -0.1%; IL-2 act: -0.6; HepG2 tox: 12%

Results for CC(C)c1ccc2[nH]c3c(c2c1)[C@@H]1CCN2C(=O)CCC[C@H](C3)[C@H]12 ?
Nrf2 block: -6%; A549 viability: -12%; TGFb inhibitor: 3%; EPAC2 agonist: 0%; ATXN2 expr inh: 26%; ATXN viability: inconclusive; Nrf2 ARE act: 5.0%; IL-2 act: -1.5; HepG2 tox: 2%

Results for O=C(OCc1nnc(-c2ccccc2)o1)C1CC(=O)N(c2ccccc2)C1 (configuration not stated) ?
Nrf2 block: 8%; A549 viability: 0%; TGFb inhibitor: 6%; EPAC2 agonist: 6%; ATXN2 expr inh: 7%; ATXN viability: inactive; Nrf2 ARE act: 0.3%; IL-2 act: -1.7; HepG2 tox: 7%

What do the screens show for `CSC1=NCCN1C(=O)Cc1ccc(F)cc1`?
Nrf2 block: 1%; A549 viability: -1%; TGFb inhibitor: 3%; EPAC2 agonist: 5%; ATXN2 expr inh: 9%; ATXN viability: inactive; Nrf2 ARE act: 0.0%; IL-2 act: -2.7; HepG2 tox: 2%

What do the screens show for `CC(=O)N1c2c(cc(Br)cc2S(=O)(=O)N2CCOCC2)CC1C` (configuration not stated)?
Nrf2 block: -15%; A549 viability: -2%; TGFb inhibitor: 13%; EPAC2 agonist: 5%; ATXN2 expr inh: -10%; ATXN viability: inactive; Nrf2 ARE act: -0.9%; IL-2 act: 2.6; HepG2 tox: 0%

What do the screens show for `O=C(CCn1c(=O)oc2cc(Cl)ccc21)Nc1ccc(N2CCOCC2)cc1`?
Nrf2 block: -16%; A549 viability: 1%; TGFb inhibitor: -9%; EPAC2 agonist: 10%; ATXN2 expr inh: -17%; ATXN viability: inactive; Nrf2 ARE act: 0.0%; IL-2 act: 3.5; HepG2 tox: 0%

How did CN(C)S(=O)(=O)c1cccc(-c2nnc(SCc3cc(Cl)cc4c3OCOC4)n2N)c1 do in these assays?
Nrf2 block: 8%; A549 viability: 9%; TGFb inhibitor: -5%; EPAC2 agonist: 7%; ATXN2 expr inh: -8%; ATXN viability: inactive; Nrf2 ARE act: 0.4%; IL-2 act: -1.6; HepG2 tox: -17%

Results for CCN(CCCNC(=O)c1nn(-c2ccc(OC)c(Cl)c2)c(=O)c2c1c1ccccc1n2C)c1ccccc1 ?
Nrf2 block: 8%; A549 viability: -5%; TGFb inhibitor: -10%; ATXN2 expr inh: 5%; ATXN viability: inactive; Nrf2 ARE act: 0.8%; HepG2 tox: -12%

Results for CCCn1nnc(NC(=S)NC(=O)Cc2ccccc2)n1 ?
Nrf2 block: 1%; A549 viability: -4%; TGFb inhibitor: inconclusive; EPAC2 agonist: -8%; ATXN2 expr inh: -9%; ATXN viability: inactive; Nrf2 ARE act: 9.9%; IL-2 act: -2.1; HepG2 tox: -56%

How did CCCCCCCCCCCCCCCC(=O)OC(CC(=O)O)C[N+](C)(C)C (configuration not stated) do in these assays?
Nrf2 block: -8%; A549 viability: -1%; TGFb inhibitor: -2%; EPAC2 agonist: -11%; ATXN2 expr inh: inconclusive; ATXN viability: inconclusive; Nrf2 ARE act: -0.9%; IL-2 act: -0.1; HepG2 tox: -1%

What do the screens show for `O=c1[nH]nc(-c2ccc([N+](=O)[O-])o2)c(=O)[nH]1`?
Nrf2 block: -6%; A549 viability: -18%; TGFb inhibitor: 9%; EPAC2 agonist: 3%; ATXN2 expr inh: -19%; ATXN viability: inconclusive; Nrf2 ARE act: 1.5%; IL-2 act: -0.8; HepG2 tox: 5%

What do the screens show for `CCOC(=O)CN1C(=O)C2(OCCCO2)c2ccccc21`?
Nrf2 block: -8%; A549 viability: 10%; TGFb inhibitor: -8%; EPAC2 agonist: 5%; ATXN2 expr inh: -4%; ATXN viability: inactive; Nrf2 ARE act: 0.1%; IL-2 act: -0.5; HepG2 tox: -8%

What do the screens show for `CCN(CC)CCNC(=O)Cn1cnc2sc(C)c(S(=O)(=O)N3CCN(c4ncccn4)CC3)c2c1=O`?
Nrf2 block: 0%; A549 viability: 1%; TGFb inhibitor: 38%[activator]; EPAC2 agonist: 4%; ATXN2 expr inh: -8%; ATXN viability: inactive; Nrf2 ARE act: 0.1%; IL-2 act: -1.1; HepG2 tox: 5%

Results for COc1ccc2oc(C(=O)OCC(=O)N3CCCCC3C)c(C)c2c1 (configuration not stated) ?
Nrf2 block: 9%; A549 viability: 7%; TGFb inhibitor: 2%; EPAC2 agonist: 1%; ATXN2 expr inh: 25%; ATXN viability: inactive; Nrf2 ARE act: 0.0%; IL-2 act: -1.9; HepG2 tox: -30%

What do the screens show for `N=c1c(C(=O)NCc2ccco2)cc2c(=O)n3ccccc3nc2n1Cc1ccc(Cl)cc1`?
Nrf2 block: inconclusive; A549 viability: inconclusive; TGFb inhibitor: 5%; EPAC2 agonist: 17%; ATXN2 expr inh: inconclusive; ATXN viability: inactive; Nrf2 ARE act: 2.3%; IL-2 act: 1.0; HepG2 tox: -28%

Results for COc1ccc(N2CCN(C(CNC(=O)C(=O)NCCCn3ccnc3)c3ccco3)CC2)cc1 (configuration not stated) ?
Nrf2 block: inconclusive; A549 viability: 0%; TGFb inhibitor: -6%; EPAC2 agonist: 14%; ATXN2 expr inh: -2%; ATXN viability: inactive; Nrf2 ARE act: -1.5%; IL-2 act: -2.5; HepG2 tox: -13%

What do the screens show for `CCCN(CCC)CCCNC(=O)CS(=O)Cc1nc(-c2ccc(OC)c(OC)c2)oc1C` (configuration not stated)?
Nrf2 block: 0%; A549 viability: 3%; TGFb inhibitor: 0%; EPAC2 agonist: -1%; ATXN2 expr inh: -2%; ATXN viability: inactive; Nrf2 ARE act: -0.7%; IL-2 act: -2.2; HepG2 tox: -16%

What do the screens show for `C[n+]1ccc(/C=C/c2c[nH]c3ccc(F)cc23)cc1`?
Nrf2 block: 1.2µM*; A549 viability: inconclusive; TGFb inhibitor: 84%[activator]; EPAC2 agonist: inconclusive; ATXN2 expr inh: -18%; ATXN viability: inactive; Nrf2 ARE act: 2.2%; IL-2 act: 95*; HepG2 tox: -17%

What do the screens show for `Cc1cc(C)c2c(N)c(S(=O)(=O)Cc3ccccc3)sc2n1`?
Nrf2 block: inconclusive; A549 viability: -4%; TGFb inhibitor: 4%; EPAC2 agonist: 4%; ATXN2 expr inh: 15%; ATXN viability: inconclusive; Nrf2 ARE act: 2.0%; IL-2 act: 1.0; HepG2 tox: -7%

How did CN1CCN(CCNC(=O)Nc2ccccc2C(F)(F)F)CC1 do in these assays?
A549 viability: 10%; TGFb inhibitor: 2%; EPAC2 agonist: -1%; ATXN2 expr inh: -6%; ATXN viability: inactive; Nrf2 ARE act: -0.7%; IL-2 act: -1.1; HepG2 tox: 27%

What do the screens show for `CC1Cc2ccccc2N1C1=CC(=O)CC(C)(C)C1` (configuration not stated)?
Nrf2 block: -5%; A549 viability: 0%; TGFb inhibitor: inconclusive; EPAC2 agonist: 8%; ATXN2 expr inh: -2%; ATXN viability: inactive; Nrf2 ARE act: 0.6%; IL-2 act: -1.1; HepG2 tox: -11%

How did COc1cccc(S(=O)(=O)NCc2ccc(C(=O)Nc3ccc(Cl)cc3)cc2)c1 do in these assays?
Nrf2 block: -25%; A549 viability: -10%; TGFb inhibitor: -7%; EPAC2 agonist: 5%; ATXN2 expr inh: -23%; ATXN viability: inactive; Nrf2 ARE act: 0.8%; IL-2 act: -0.6; HepG2 tox: -21%

What do the screens show for `CCOC(=O)c1cnn(-c2nc(SC)nc3sc4c(c23)CCCC4)c1N`?
Nrf2 block: inconclusive; A549 viability: -16%; TGFb inhibitor: -16%; EPAC2 agonist: 12%; ATXN2 expr inh: -18%; ATXN viability: inactive; Nrf2 ARE act: 0.0%; IL-2 act: -1.7; HepG2 tox: -9%

What do the screens show for `CCCCCCNS(=O)(=O)c1ccc(NC(=O)C2CCCO2)cc1` (configuration not stated)?
Nrf2 block: inconclusive; A549 viability: -3%; TGFb inhibitor: inconclusive; EPAC2 agonist: 2%; ATXN2 expr inh: 1%; ATXN viability: inactive; Nrf2 ARE act: 2.4%; IL-2 act: 0.4; HepG2 tox: -19%

Already shown: an excerpt of the list.
How did CN1CCN(CCNC(=O)Nc2ccccc2C(F)(F)F)CC1 do in these assays?
A549 viability: 10%; TGFb inhibitor: 2%; EPAC2 agonist: -1%; ATXN2 expr inh: -6%; ATXN viability: inactive; Nrf2 ARE act: -0.7%; IL-2 act: -1.1; HepG2 tox: 27%

What do the screens show for `CC1Cc2ccccc2N1C1=CC(=O)CC(C)(C)C1` (configuration not stated)?
Nrf2 block: -5%; A549 viability: 0%; TGFb inhibitor: inconclusive; EPAC2 agonist: 8%; ATXN2 expr inh: -2%; ATXN viability: inactive; Nrf2 ARE act: 0.6%; IL-2 act: -1.1; HepG2 tox: -11%
